INS-1E GSIS act: GLuc luminescence reporter in INS-1E cells, primary screen for activators of glucose-dependent secretion of insulin | INS-1E GLuc reporter insulin secretion, 2-3 h | activation, % at 16.6 µM | hit rate 0.61% among 370,000 | AID 743287;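 active = lowest replicate activation of at least 40%, so every replicate reaches that level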;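 also: 0% = median of neutral control wells and 100% = median of IBMX positive control wells; some compounds called inactive have numbers as strong as hits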
Cneo AK release: causes C. neoformans cell lysis | adenylate kinase release luminescence, 4 h; normalised: neutral wells 0, clomiphene wells 100 | lysis activity, % at 15 µM | hit rate 0.2% among 360,000;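 active = mean lysis activity across replicates of at least 80%, whatever share of replicates individually reach that level; inactive = mean lysis activity below 80%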
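Test system: log-phase Cryptococcus neoformans yeast cells; Quantity: yeast cell density of 5 × 10^6 cells/mL; Buffer or medium: YPD; Doses: single compound concentration per well; Timing: 4 h at 37 °C static, read 1 h later; Measured by: AK luminescence; Read-out basis: lysis from increased AK signal; Control set: Clomiphene as positive control.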
ARNT TACC3 PPI: disrupts binding between human ARNT and TACC3 | AID 623870 | Q9Y6A5 | inhibition, % at 9.99 µM | AlphaScreen His-ARNT PAS-B/GST-TACC3 binding, luminescence; TACC3 fragment carries E629A point mutation | hit rate 0.66% among 390,000;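 active = mean inhibition of replicates at least 50% and at least half of replicates each reaching 50%; inconclusive = half or more replicates reach 50% but mean below 50%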;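 also: 0% = complete ARNT plus TACC3 wells and 100% = ARNT alone without TACC3; many hits fall short of the cut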
Statin myotox sup: protects C2C12 myotubes from simvastatin toxicity; ATP luminescence, 48 h; scaled: DMSO 0, geranylgeraniol control 100; hit rate 0.78% among 330,000; rescue of ATP level, % at 7.49 µM;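 active = mean ATP rescue above about 67%, or every replicate alone reaching that limit, limit read from the data, passing the limit was not always enough; inconclusive = no clear call, values can overlap the other calls; inactive = mean under the limit and some replicate under it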;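 also: myotubes were challenged with 10 µM simvastatin during compound exposure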
PglD inh: blocks C. jejuni PglD acetyltransferase activity. purified PglD enzyme, DTNB colorimetric CoA detection. hit rate 0.098% among 360,000. AID 602405. inhibition, % at 12.5 µM; in the data active = inhibition above about 16%, passing the limit was not always enough; inconclusive = no clear call, values can overlap the other calls; also: strong numbers were not always called active
LGR2 antag: blocks bursicon-induced cAMP signaling via Drosophila LGR2; HEK293 LGR2, CRE-luciferase, bursicon-stimulated, 4 h; AID 720647; hit rate 0.35% among 380,000; inhibition, % at 9.99 µM;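 active = drop in luminescence signal, shown as inhibition above about 50% in the replicate tests, limit read from the data, passing the limit was not always enough; inconclusive = probably only some replicates passing the limit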;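 also: agonist challenge used bursicon conditioned medium at about half maximal strength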
PGC1a acetyl inh: lowers PGC1a acetylation signal in U2OS cells; AlphaScreen anti-acetyl-lysine; with virally co-expressed GCN5 acetyltransferase; inhibition, % at 15.6 µM; hit rate 0.17% among 350,000; AID 651687;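 active = every replicate shows inhibition of at least 40%; inconclusive = mean inhibition at least 40% but some replicate below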;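 also: 0% = neutral control wells and 100% = positive control wells; some results beyond the cut were filed as inactive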
PAX8 reporter: PAX8 transcriptional activity inhibition. RMG-I TPO-luciferase reporter, SteadyGlo, 24 h. inhibition, % at 12.6 µM. hit rate 1.2% among 360,000. AID 652154;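 active = mean replicate inhibition at least 60% with every replicate also reaching 60%; inconclusive = only one of the two criteria is met; inactive = mean below 60% and not all replicates reaching 60%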;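 also: luciferase light reporting Pax8 driven TPO promoter activity; plate controls were median of neutral control wells for no effect and mitoxantrone controls for full effect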
Starred values were filed as active, the others as inactive; ? = inconclusive; . = no result given; & = joins results of further samples.

Preview, 12 compounds:
SMILES	INS-1E GSIS act	Cneo AK release	ARNT TACC3 PPI	Statin myotox sup	PglD inh	LGR2 antag	PGC1a acetyl inh	PAX8 reporter
COC(=O)C[C@H]1CC[C@@H]2[C@H](COc3ccc(NC(=O)Nc4ccc(Cl)cc4)cc3C(=O)N2C)O1	-6	-1	14	-11	-7	0	-4	10
CN(C)S(=O)(=O)c1cccc(NC(=O)c2ccccc2OCc2ccc(F)cc2)c1	-6	0	21	-10	1	-5	-10	15
CC(C(=O)O)N(C(=O)c1ccccc1)c1ccc(F)cc1 (stereo not drawn)	14	2	-8	4	-5	8	6	12
N#Cc1ccc(N2CCN(c3ccc(F)cc3)CC2)cc1	.	-2	1	3	3	.	-11	.
CO[C@H]1CN(C)C(=O)c2cc(NS(=O)(=O)c3ccc(F)cc3)ccc2OC[C@H](C)NC[C@H]1C	1	-5	-10	11	-2	-3	-4	-1
C[C@H](CO)N1C[C@H](C)[C@@H](CN(C)C(=O)Nc2ccccc2)Oc2c(NS(=O)(=O)c3cn(C)cn3)cccc2C1=O	10	-4&7	2&-4	-11	4&3	30&-5	-5&9	12
CCOC(=O)c1[nH]c2ccc(OC)cc2c1N=CN(C)C	0	-3	2	1	0	.	3	.
CCOC(=O)c1cnn(-c2ccccc2)c1-n1cccc1C(=O)C(=O)Nc1ccc(OC)cc1	.	0	-15	.	-1	.	0	.
C[C@@H]1CCCCO[C@H](CN(C)S(C)(=O)=O)[C@@H](C)CN([C@@H](C)CO)C(=O)c2cc(NC(=O)c3ccncc3)ccc2O1	14	-1	4	39	-1	-9	19	-11
C/C=C/c1ccc2c(c1)O[C@@H](CN(C)C(=O)C1CCC1)[C@@H](C)CN([C@@H](C)CO)S2(=O)=O	12	.	.	15	.	-8	-1	.
COc1cc2c(C#Cc3cccnc3)c(-c3ccsc3)oc(=O)c2cc1OC	11	1	4	-4	2	1	1	43
O=C(OCC(=O)N1CCN(C(=O)c2ccco2)CC1)c1ccccc1OCc1ccc(Cl)cc1	.	-1	-7	133*	-6	.	1	.

The whole of this part, from the start:
SMILES	INS-1E GSIS act	Cneo AK release	ARNT TACC3 PPI	Statin myotox sup	PglD inh	LGR2 antag	PGC1a acetyl inh	PAX8 reporter
COC(=O)C[C@H]1CC[C@@H]2[C@H](COc3ccc(NC(=O)Nc4ccc(Cl)cc4)cc3C(=O)N2C)O1	-6	-1	14	-11	-7	0	-4	10
CN(C)S(=O)(=O)c1cccc(NC(=O)c2ccccc2OCc2ccc(F)cc2)c1	-6	0	21	-10	1	-5	-10	15
CC(C(=O)O)N(C(=O)c1ccccc1)c1ccc(F)cc1 (stereo not drawn)	14	2	-8	4	-5	8	6	12
N#Cc1ccc(N2CCN(c3ccc(F)cc3)CC2)cc1	.	-2	1	3	3	.	-11	.
CO[C@H]1CN(C)C(=O)c2cc(NS(=O)(=O)c3ccc(F)cc3)ccc2OC[C@H](C)NC[C@H]1C	1	-5	-10	11	-2	-3	-4	-1
C[C@H](CO)N1C[C@H](C)[C@@H](CN(C)C(=O)Nc2ccccc2)Oc2c(NS(=O)(=O)c3cn(C)cn3)cccc2C1=O	10	-4&7	2&-4	-11	4&3	30&-5	-5&9	12
CCOC(=O)c1[nH]c2ccc(OC)cc2c1N=CN(C)C	0	-3	2	1	0	.	3	.
CCOC(=O)c1cnn(-c2ccccc2)c1-n1cccc1C(=O)C(=O)Nc1ccc(OC)cc1	.	0	-15	.	-1	.	0	.
C[C@@H]1CCCCO[C@H](CN(C)S(C)(=O)=O)[C@@H](C)CN([C@@H](C)CO)C(=O)c2cc(NC(=O)c3ccncc3)ccc2O1	14	-1	4	39	-1	-9	19	-11
C/C=C/c1ccc2c(c1)O[C@@H](CN(C)C(=O)C1CCC1)[C@@H](C)CN([C@@H](C)CO)S2(=O)=O	12	.	.	15	.	-8	-1	.
COc1cc2c(C#Cc3cccnc3)c(-c3ccsc3)oc(=O)c2cc1OC	11	1	4	-4	2	1	1	43
O=C(OCC(=O)N1CCN(C(=O)c2ccco2)CC1)c1ccccc1OCc1ccc(Cl)cc1	.	-1	-7	133*	-6	.	1	.
Cc1cc(CC(=O)O)c(C)cc1CC(=O)O	.	0	-6	-7	0	.	2	.
O=C1c2cccc3c(N4CCCCC4)ccc(c23)C(=O)N1CCO	.	-5	-23	10	4	.	1	-105
O=C(NC1CCCCC1)N1CCN(C(c2ccccc2)c2ccccc2)CC1	.	0	.	-5	0	.	-11	.
CCCn1nc(C(=O)Nc2nc3ccccc3[nH]2)c2ccccc2c1=O	6	-1	.	-1	-8	22	.	-1
COc1ccc(C2(C)NC(=O)N(CC(=O)Nc3ccc4ccccc4c3)C2=O)cc1OC (stereo not drawn)	-2	.	-3	-21	2	7	0	8
COCC#Cc1cnc2c(c1)C(=O)N([C@H](C)CO)C[C@@H](C)[C@@H](CN(C)C(=O)c1cccnc1)O2	11	-2	5	1	0	6	?	.
CCCNC(=O)C[C@H]1CC[C@H]2[C@@H](COC[C@@H](O)CN2C(=O)Nc2ccc3c(c2)OCO3)O1	9	-1	1	3	3	-28	0	-71
COc1ccc(-c2nc(-c3cccc(C)c3)no2)cc1OC	6	0	-11	3	2	.	4	.
C[C@@H]1CN([C@H](C)CO)S(=O)(=O)c2ccc(C#Cc3cccnc3)cc2O[C@@H]1CN(C)C(=O)C1CC1	-2	-4	-6	-1	5	5	3	.
C[C@@H]1CCCCO[C@@H](CN(C)C(=O)Nc2cccc3ccccc23)[C@@H](C)CN([C@H](C)CO)C(=O)c2cc(NC(=O)c3ccccc3)ccc2O1	27	-5	-4	.	-2	2	9	0
CCOC(=O)C1=C[C@@H](C(C)(C)C)N(S(=O)(=O)c2ccc(C)cc2)[C@H]1c1ccccc1Cl	22	2	.	-3	3	24	-44	0
O=C(CSc1nnnn1-c1ccccc1)c1ccc(O)cc1O	3	-3	1	.	-2	-30	9	-18
CN1CCN(C(=S)c2ccc(Br)cc2)CC1	0	.	-3	.	.	6	.	-7
Cc1noc(C)c1C(=O)Nc1cc(Cl)ccc1N1CCOCC1	7	0	14	2	-6	-4	-6	5
Cn1ccnc1CN1CCCCC1C(=O)Nc1ccc(Oc2cccnc2)cc1 (stereo not drawn)	24	1	7	-16	-1	10	.	21
O=C(NC1CCCCC1)N1CC(=O)N2[C@H](CO)[C@@H](c3ccc(/C=C/c4ccccc4)cc3)[C@@H]2C1	-10	.	.	.	.	12	0	7
CC(C)c1cc(C(=O)N2CCCC(N3CCN(c4ccc(F)cc4)CC3)C2)no1 (stereo not drawn)	-10	1	0	-8	-8	3	2	2
CCn1c(CC(=O)Nc2ccccc2F)nnc1SCC(=O)N1CCN(c2ccccc2)CC1	.	-1	.	1	-4	28	6	.
O=C(NNC1=NS(=O)(=O)c2ccccc21)c1ccccc1	25	-8	-5	-6	-2	28	-4	1
CCOc1ccccc1OCC(O)CNC (stereo not drawn)	-6	-5	3	12	-6	-9	1	.
CCC(=O)N1CCCC(C)(C(=O)NS(=O)(=O)c2cccs2)C1 (stereo not drawn)	.	7	.	3	3	-3	-7	12
CC(C)NC(=O)N(C)C[C@@H]1Oc2c(NC(=O)CCCCCC(=O)Nc3ccccc3N)cccc2C(=O)N([C@@H](C)CO)C[C@H]1C	12	.	.	.	.	10	8	-26
COc1ccc(NC(=O)CSc2nc3sc4c(c3c(=O)n2-c2ccc(OC)cc2)CCN(C)C4)cc1	-3	-2	2	8	4	-36	-1	-27
O=C(Nc1cccc(Cl)c1Cl)c1ccncc1	.	0	-1	7	-1	.	8	4
CCCC#Cc1cnc2c(c1)C(=O)N([C@@H](C)CO)C[C@H](C)[C@H](CN(C)Cc1ccc3c(c1)OCO3)O2	-15	2	-3	14	-1	-5	-2	.
Cc1ccc(/C(O)=C2/C(=O)C(=O)N(c3ccccn3)C2c2ccc([N+](=O)[O-])cc2)cc1 (stereo not drawn)	1	3	39	0	-1	3	-1	-14
COc1cccc(N(CC(=O)NCCSCc2ccc(Cl)cc2)S(C)(=O)=O)c1	-15	-4	-1	11	1	-7	.	-7
C[C@H]1CN([C@@H](C)CO)C(=O)c2cccc(NC(=O)Nc3ccccc3)c2O[C@H]1CN(C)Cc1ccc(-c2ccccc2)cc1	-19	-2	1	22	2	6	3	-17
O=C(NCCN1C(=O)C2C3C=CC(C3)C2C1=O)Nc1cccnc1 (stereo not drawn)	9	-4	.	-1	3	-10	-4	-6
COc1cccc(-c2ccc3c(c2)O[C@@H](CN(C)C(C)=O)[C@H](C)CN([C@@H](C)CO)S3(=O)=O)c1	5	3	-4	-17	0	6	-1	.
CC1(C)CC(=O)C=C(c2n[nH]nc2C2=CCCCC2)C1	28	2	.	14	1	-24	-11	11
C[C@H]1CN([C@@H](C)CO)C(=O)c2cc(N(C)C)ccc2O[C@H]1CN(C)Cc1ccccc1	14	-1	2	0	-2	4	-4	5
O=C(COc1ccc(F)cc1)Nc1c(C(=O)N2CCC(N3CCCCC3)CC2)oc2ccccc12	18	-5	-19	-4	10	1	-20	4
CCCNC(=O)N1[C@H](C#N)[C@@H](c2ccc(-c3cccnc3)cc2)[C@@H]1CO	3	0	-14	-24	1	-17	-4	6
CCc1c(C(C)S(=O)(=O)c2ccccc2)[nH]c(=O)n1CC (stereo not drawn)	5	2	-13	4	8	6	12	4
COc1ccccc1Nc1nc(N)nc(CN(C)C2CCCCC2)n1	-9	-3	54*	.	-3	.	-1	3
CO[C@@H]1CN(C)C(=O)c2ccc(NC(=O)C3CC3)cc2OC[C@@H](C)N(C(=O)c2cccnc2)C[C@@H]1C	5	-2	-5	-3	2	3	-10	3
C/C(CC(=O)Nc1ccccn1)=N\NC(=O)c1ccc2ccccc2c1	4	.	1	.	.	1	.	-4
NS(=O)(=O)c1ccc(NNC(=O)c2ccc(Br)o2)c([N+](=O)[O-])c1	-4	1	18	-3	-4	23	12	10
CCCC#Cc1ccc2c(c1)O[C@@H](CN(C)Cc1cccnc1)[C@@H](C)CN([C@@H](C)CO)S2(=O)=O	-29	59	34	31	6	-18	-10	-25
O=C(Nc1ccccc1N1CCCC1)c1ccc(N2CCCC2=O)cc1	4	0	2	-9	1	-17	-5	-34
O=C(N[C@@H]1C=C[C@@H](CC(=O)N2CCc3ccccc3C2)O[C@@H]1CO)C1CC1	-1	6	30	2	15	-6	5	-14
Cc1ccc(CNC(=O)c2cc(S(=O)(=O)N3CCCC3)cn2C)cc1	13	-1	2	16	-3	10	-20	0
Cc1ccc(C(=O)C2CCN(CC(=O)Nc3ccc4c(c3)OCCO4)CC2)cc1	.	0	4	1	-3	.	6	.
CC(C)CNC(=O)COC(=O)c1ccc(Cl)c(S(N)(=O)=O)c1	.	4	23	-1	6	.	-7	-11
O=C(Nc1cccc(S(=O)(=O)N2CCOCC2)c1)C(c1ccccc1)N1CCCCC1 (stereo not drawn)	8	.	6	.	.	20	-6	11
O=C(c1cc(COc2ccc(F)cc2Cl)on1)N1CC2C[C@@H]3CC1C[C@H](C2)C3	-14	4	1	-13	2	-102	.	-135
O=C(C[C@@H]1C=C[C@H](NC(=O)c2ccc(F)cc2)[C@H](CO)O1)NCCc1ccccc1	-4	-2	13	10	3	3	-20	7

Assay outcomes (PubChem)
